# HP1b binding inh: HP1-beta chromodomain-methylated histone interaction inhibition; 390,000 tested, 0.56% active; Potency, µM (doses to about 114 µM), without a hit: at the top dose activity change, negative = inhibition, most hits filed as inhibitors; AID 540317; P83916; AlphaScreen HP1-beta / biotin-H3K9me3 peptide binding; further: nearly all actives have a fitted effect of over 70% in size; inactives centre near 23
# Target sequence (P83916 whole entry, looked up): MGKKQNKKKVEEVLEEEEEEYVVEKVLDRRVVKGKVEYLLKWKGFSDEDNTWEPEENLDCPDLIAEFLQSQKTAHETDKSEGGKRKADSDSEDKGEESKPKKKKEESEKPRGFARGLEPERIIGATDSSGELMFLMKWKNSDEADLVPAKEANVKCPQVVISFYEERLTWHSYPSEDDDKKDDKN
#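 Compound inhibition of the preformed complex between 50 nM HP1-beta and 50 nM biotinylated H3K9me3 peptide was read by AlphaScreen. Buffer was PBS pH 7.4 with 0.01% Tween-20. Incubations ran 30 min at room temperature, with 10 ug/mL donor/acceptor beads.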
# rTrxR1 inhibitor: rat TrxR1 inhibition; recombinant rTrxR1, NADPH fluorescence consumption, selenite substrate; 390,000 tested, 1% active; Potency, µM (series often up to 114 µM), inactives show at the top dose activity change, negative = inhibition, most hits filed as inhibitors; O89049; further: on the % scale 0 is the no-effect control and ±100 the full control effect; nearly all actives have a fitted effect of over 65% in size
#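 Rat TrxR1 (90 nM in the dispensed reagent) was pre-reduced with 400 uM NADPH for 5 min at room temperature, then incubated with compound for 15 min. After 400 uM selenite was added, NADPH fluorescence (Ex 340/Em 450 nm) was followed for 8 min.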
# 12-LOX inh: blocks human arachidonate 12S-lipoxygenase; P18054; purified 12hLO, xylenol orange hydroperoxide absorbance; Potency, µM (doses to about 108 µM), for inactives: top-dose activity change, negative = inhibition, usual class: inhibitors; 580,000 tested, 1.1% active; further: on the % scale 0 is the no-effect control and ±100 the full control effect
#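 Hydroperoxide product was detected by ferrous iron/xylenol orange as the 573 to 405 nm absorbance ratio. Arachidonic acid at 40 uM (final) was turned over for 30 min at room temperature by 150 nM human 12hLO, pH 7.0 Hepes buffer, after 15 min compound preincubation.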
# JMJD2A Tudor inh: blocks the human JMJD2A Tudor domain; O75164; AlphaScreen JMJD2A-Tudor / H3K4me3 peptide binding; Potency, µM (highest dose often 114 µM), for inactives: top-dose activity change, negative = inhibition, actives largely listed as inhibitors; 390,000 tested, 4.4% active; AID 504339; further: on the % scale 0 is the no-effect control and ±100 the full control effect; nearly all actives have a fitted effect of over 50% in size
# ERG-DNA inh: blocks human ERG Ets domain binding to DNA. P11308. fluorescence polarization, His-ERG Ets domain / labelled DNA. Potency, µM (doses to about 76.9 µM), for the others: at the highest dose FP activity, negative = inhibition, actives largely listed as inhibitors. 370,000 tested, 0.028% active. AID 624246; active means well fitted inhibition curve with a large enough effect in the polarisation, with a control signal flat; inconclusive means small, poorly fitted or top-dose-only effect, or effect the other way, or a change in a side signal; inactive means no such curve, though single readings can be large or run the other way; the % refers to the polarisation;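 further: polarization taken with two DNA probes labelled with fluorescein and Texas red; % of control where 0% means no effect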
# Target sequence (P11308 whole entry, looked up, the tested form may be a part): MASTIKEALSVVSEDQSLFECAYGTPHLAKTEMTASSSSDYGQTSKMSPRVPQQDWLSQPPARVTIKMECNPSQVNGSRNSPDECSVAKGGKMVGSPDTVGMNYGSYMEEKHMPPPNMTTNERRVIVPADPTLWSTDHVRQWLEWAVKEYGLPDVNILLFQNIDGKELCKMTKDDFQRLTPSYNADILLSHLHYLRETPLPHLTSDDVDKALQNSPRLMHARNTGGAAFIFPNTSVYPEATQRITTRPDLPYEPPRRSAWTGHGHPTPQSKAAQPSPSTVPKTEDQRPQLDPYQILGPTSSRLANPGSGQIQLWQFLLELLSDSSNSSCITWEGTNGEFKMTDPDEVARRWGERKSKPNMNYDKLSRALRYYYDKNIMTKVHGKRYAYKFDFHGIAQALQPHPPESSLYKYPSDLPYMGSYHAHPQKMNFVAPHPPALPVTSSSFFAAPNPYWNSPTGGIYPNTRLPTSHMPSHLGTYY
#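 His-tagged ERG Ets domain (1 uM in the protein solution; 300mM KCl, 50mM Tris-HCl, 1mM EDTA, 1mM DTT, pH 7.5) received compound, then a probe mix of 5 nM fluorescein-DNA and 100nM Texas-615-DNA. Fluorescence polarization was read for both dyes.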
# Pin1 inh: inhibitors of human Pin1; Pin1 FP peptide displacement, HiFluor488, 10 min; Potency, µM (doses to about 115 µM), inactives show top-dose activity, negative = inhibition, most hits filed as inhibitors; 390,000 tested, 0.009% active; AID 504891; active means well fitted inhibition curve with a large enough effect in the polarisation, with a control signal flat, not every such curve was filed as active; inconclusive means small, poorly fitted or top-dose-only effect, or effect the other way, or a change in a side signal; inactive means no such curve, though single readings can be large or run the other way; the % refers to the polarisation; further: on the % scale 0 is the no-effect control and ±100 the full control effect
# Target sequence (Q13526 whole entry, looked up): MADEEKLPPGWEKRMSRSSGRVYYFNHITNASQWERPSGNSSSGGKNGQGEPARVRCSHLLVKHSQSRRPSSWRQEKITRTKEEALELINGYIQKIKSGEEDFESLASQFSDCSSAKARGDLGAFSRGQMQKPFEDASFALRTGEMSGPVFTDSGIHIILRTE
# PGK inhibitor: blocks T. brucei phosphoglycerate kinase. P07378. PGK/GAPDH coupled, Kinase-Glo luminescence, 60 min. Potency, µM (top dose mostly 57.5 µM), for inactives: at the top dose activity change, negative = inhibition, most hits filed as inhibitors. 380,000 tested, 0.043% active; further: on the % scale 0 is the no-effect control and ±100 the full control effect; nearly all actives have a fitted effect of over 60% in size
#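 Recombinant glycosomal PGK reaction used 1,3-bisphosphoglycerate generated in-well by GAPDH (100nM final) in 100mM TEA pH 7.6, 5mM MgCl2, 0.01% Tween-20. After 60 minutes at room temperature, ATP was read by Kinase-Glo Plus luminescence end-point.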
# RGS4 inh: inhibitors of human regulator of G protein signaling 4; 390,000 tested, 0.039% active; Transcreener GDP fluorescence polarization, RGS4-accelerated GTP hydrolysis; P49798; Potency, µM (top dose mostly 114 µM), without a hit: at the highest dose activity change, negative = inhibition, usual class: inhibitors; AID 504845; further: on the % scale 0 is the no-effect control and ±100 the full control effect; nearly all actives have a fitted effect of over 75% in size; some results filed as inactive show a strong effect at the top dose
# Target sequence (P49798 whole entry, looked up): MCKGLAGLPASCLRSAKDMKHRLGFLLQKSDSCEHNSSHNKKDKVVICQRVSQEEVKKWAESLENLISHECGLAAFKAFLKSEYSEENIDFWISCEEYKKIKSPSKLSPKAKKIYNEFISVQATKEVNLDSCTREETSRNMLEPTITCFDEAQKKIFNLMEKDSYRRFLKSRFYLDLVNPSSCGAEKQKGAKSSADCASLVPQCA
#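 MLSMR compounds (23 nl, pin-transferred) preincubated 10 min at room temperature with a 500nM (2x) first reagent, then RGS4 at 900nM (2x) plus Transcreener GDP mix added; fluorescence polarization (620/688 nm) read before and after 90 min at 30 °C.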
# GLS inhibitor: blocks human kidney-isoform glutaminase activity; O94925; AID 624170; GLS enzymatic activity, qHTS titration; 410,000 tested, 0.21% active; Potency, µM (doses to about 45.5 µM), for inactives: at the highest dose activity change, negative = inhibition, usual class: inhibitors; further: on the % scale 0 is the no-effect control and ±100 the full control effect
#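 Human kidney-isoform GLS in 45 mM KH2PO4 pH 8.2, 0.02% Tween-20, with compound, started with 1mM L-Glutamine (added stock). Glutamate oxidase/HRP/Amplex red coupled fluorescence read at start and after 30 min at RT.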
# * = called active by the depositor; i = inactive; ? = inconclusive; . = no result given; & = joins results of further samples; [ ] = dose if it differs, or a comment. Unless noted, the call rests on the fitted dose curve; in most records, active means well fitted curve in the direction sought with a large enough effect; inconclusive means small, poorly fitted or top-dose-only effect, or another doubt; inactive means no such curve, though single readings can be large; an effect the other way counts as inactive or inconclusive. Potency means the concentration at half of the fitted maximal effect. Some of the compounds tested; rates above refer to the full screens.
SMILES,HP1b binding inh,rTrxR1 inhibitor,12-LOX inh,JMJD2A Tudor inh,ERG-DNA inh,Pin1 inh,PGK inhibitor,RGS4 inh,GLS inhibitor
COc1cc(NC(=O)Nc2ccc(Cl)c(Cl)c2)c(C(=O)O)cc1OC,38.6%,43.1%[activator][57.1 µM],13.9%,-20.5%,-6.2%,-3.9%,-1.3%,-2.1%[56.9 µM],21.0%
O=C(COC(=O)/C=C/c1ccccc1)Nc1ccc2c(c1)OCCO2,17.3%,8.6%,-5.4%,-1.4%,-4.2%,1.0%,-2.5%,14.9%,-3.3%
CCOc1cc(NC(=S)NCC2CCCO2)c(OCC)cc1NC(=O)c1ccc(OC)cc1 (stereo unspecified),19.2%,-11.6%,4.4%,-2.8%,-20.5%,-2.9%,-3.1%,22.5%,1.8%
COc1cc(Cl)c(C)cc1NC(=O)c1ccccc1NC(=O)CN1CCOCC1,-18.6%,12.6%[57.1 µM],15.2%,-35.5%,-0.2%,?,-24.6%,-5.6%,1.6%
COc1ccccc1N1C(=O)c2ccc(C(=O)Nc3ccc(C(=O)O)cc3)cc2C1=O,0.5%,8.8%[57.1 µM],-16.7%,-9.8%,18.6%,-8.5%,i,-9.8%,-4.3%
Cc1sc2c(c1C)c(=O)n(-c1ccccc1)c1nnc(C)n21,4.9%,24.4%,-19.3%,-15.2%,.,0.6%,4.5%,-9.4%,25.1%
COc1ccccc1-n1c(=O)n(C)c2c(C(N)=O)nc(-c3cc(OC)c(OC)c(OC)c3)nc21,17.1%[57 µM],3.6%[57.1 µM],-20.0%,-20.1%,-1.5%,?,6.7%,-8.4%,1.6%
O=C(NC(=S)NCC1CCCO1)c1ccccc1Br (stereo unspecified),15.2%,13.6%,-14.8%,-4.0%,1.5%,1.5%,1.9%,-7.9%,15.9%
CC(C)C[C@@H](CO)NS(=O)(=O)c1cc(Cl)ccc1F,12.1%,-3.5%,2.8%,-25.2%,1.2%,-4.5%,-12.0%,-7.6%,1.0%
CC(C)C(=O)Nc1cc(C(F)(F)F)ccc1-n1ccnc1,49.9%[activator],20.5%,-0.2%,-1.4%,-8.5%,-19.0%,-0.3%,6.4%,-8.4%
CCN(CC)S(=O)(=O)c1ccc2c(c1)N(CC(=O)NCc1ccc(F)cc1)C(=O)CO2,30.7%,36.2%[activator],-1.1%,-12.8%,1.4%,-0.2%,.,-13.9%,-0.4%
COCCCNC(=S)N1CCCN(c2nc3cc(C)ccc3cc2C#N)CC1,121.0%[activator],12.2%,-8.8%,37.3%[activator],-9.1%,1.2%,3.6%,-15.4%[56.9 µM],3.5%
CCOc1ccccc1NC(=O)CCNS(=O)(=O)c1ccc2[nH]c(=O)oc2c1,34.1%,-0.5%,-10.4%,-17.6%,-3.8%,2.7%,-1.3%,17.6%[56.9 µM],-15.6%
CC1CCCN(c2csc3ccc(F)cc3c2=O)C1 (stereo unspecified),14.5%[57 µM],3.4%[57.1 µM],9.4%,-24.0%,4.2%,-0.7%,0.3%,-12.0%,10.3%
COc1cccc(C(=O)Nc2cc3c(cc2C(C)=O)OCCO3)c1,103.3%[activator],39.6%[activator],-19.8%,39.7%[activator],5.9%,3.4%,6.0%,8.0%,9.9%

# Some entries already given, showing only ERG-DNA inh:
molecule,ERG-DNA inh
O=C(NC(=S)NCC1CCCO1)c1ccccc1Br (stereo unspecified),1.5%
CC(C)C[C@@H](CO)NS(=O)(=O)c1cc(Cl)ccc1F,1.2%
CC(C)C(=O)Nc1cc(C(F)(F)F)ccc1-n1ccnc1,-8.5%

# New compounds follow.
SMILES,HP1b binding inh,rTrxR1 inhibitor,12-LOX inh,JMJD2A Tudor inh,ERG-DNA inh,Pin1 inh,PGK inhibitor,RGS4 inh,GLS inhibitor
COc1ccc(Cc2nnc(N=Nc3c(O)[nH]c4ccc(Br)cc34)[nH]c2=O)cc1,-3.0%,-4.3%,-5.6%,-24.8%,-1.0%,-0.7%,3.0%,-40.7%,12.9%
CCCSc1nc(NCc2ccco2)c2c3c(sc2n1)COC(C)(C)C3,25.5%,44.7µM*,-25.2%,?,0.8%,?,-2.9%,-32.6%,-14.9%
COc1ccc(NC(=S)N2CCCN(Cc3cc(C)ccc3C)C2)cc1,15.4%,2.6%,?,-28.7%,5.6%,0.1%,-6.5%,14.6%,24.5%
CN(C)c1ccc(/C=N/NC(=O)C(=O)/C=C2\NC3(CCCC3)Cc3ccccc32)cc1,-17.5%,-12.1%,9.4%,?,12.9%,?,i,-41.6%,17.3%
CNC(=O)COc1ncnc2scc(-c3ccc(F)cc3)c12,32.2%,4.7%,-9.2%,-16.8%,6.8%,15.9%,-3.3%,-34.3%,-5.9%
Cc1ccc(C(=O)c2oc3ccccc3c2NC(=O)c2cc(-c3cc(C)ccc3O)n[nH]2)cc1,62.8%[activator],17.8%,6.3%,-23.6%,29.6%,4.7%,1.1%,-14.1%[56.9 µM],-12.5%
CCC1SC(=NC(=O)c2ccc(Cl)c(Cl)c2)NC1=O (stereo unspecified),36.6%[activator],-15.8%,-20.9%,-18.8%,1.4%,1.2%,-0.6%,-25.6%,-3.4%
O=C(/C=C/c1ccc([N+](=O)[O-])cc1)c1ccccc(=O)c1O,?,-19.0%[11.4 µM],?,?,-8.2%,0.6%,-9.8%,?,-3.2%
CC(C)(C)n1nc2c(c1NC(=O)C1CC(=O)N(c3ccc(Cl)cc3)C1)CS(=O)(=O)C2 (stereo unspecified),21.4%,-5.8%,2.4%,0.0%,-3.2%,-9.9%,-7.1%,-12.1%,-2.3%
COc1ccc(C)cc1NC(=O)CNC(=O)Cn1ccc2ccccc2c1=O,23.6%,-5.4%[57.1 µM],1.9%,-15.8%,-4.6%,11.7%,-3.8%,16.2%,-2.4%
COc1ccc(-c2cc(C(F)(F)F)n3nc(C(=O)O)nc3n2)cc1,29.0%,-13.8%,?,?,-0.6%,1.2%,i,17.0%,10.2%
CC/C(=N/NC(=O)c1ccccc1O)c1c(C)[nH]n(-c2ccccc2)c1=O,31.0%,-13.9%,?,-35.9%,-2.0%,0.7%,-0.4%,6.3%,-4.4%
Cc1cc(=O)[nH]c(SCC(=O)Nc2ccc(Cl)cn2)n1,25.1%,9.7%,1.8%,-14.1%,.,-1.3%,-0.8%,-4.3%,?
CCN(CC(=O)Nc1ccc(NC(C)=O)cc1)C(=O)c1sc2nc3n(c(=O)c2c1C)CCC3,34.1%,10.0%,349.7%[activator],-13.1%,3.2%,-2.0%,-3.2%,-13.1%,-7.9%
CCCCc1nnc(NC(=O)CCS(=O)(=O)c2ccc(C)cc2)s1,29.1%,5.5%,182.2%[activator],-3.4%,2.8%,-3.2%,i,-5.2%,0.1%
O=[N+]([O-])c1cccc(-c2csc(Nc3ccccc3)n2)c1,-24.5%,15.7%[57.1 µM],-24.4%,?,1.7%,?,-4.2%,-8.2%,-13.5%
Oc1c(CN2CCc3ccccc3C2)cc(Cl)c2cccnc12,25.6%,?,.,25.1µM*,13.4%,-12.5%,-7.2%,-36.9%,3.1%
C=C[C@]1(C)C=C2CC[C@H]3[C@@](C)(CCC[C@@]3(C)C(=O)O)[C@@H]2CC1,30.7%,7.2%,.,-17.9%,-7.9%,?,-4.2%,13.6%,8.1%
COc1ccc(CN2CCCC(C(=O)N3CCCCC3)C2)c(OC)c1 (stereo unspecified),-12.9%,0.7%[57.1 µM],.,?,-6.7%,-5.5%,-3.6%,?,-6.4%
CCOC(=O)C1=C(C)N(C)C(C)=C(C(=O)OCC)C1c1ccccn1,52.3%[activator],12.9%[57.1 µM],?,-18.1%,-1.3%,-4.2%,-3.2%,-17.8%,21.6%
COc1ccc2[nH]c(=S)cc(C)c2c1,35.5%,-7.3%,?,-3.3%,-2.9%,-1.9%,-1.6%,?,1.1%
O=C(O)c1ccccc1C(=O)Nc1ccc(S(=O)(=O)Nc2nccs2)cc1,17.1%,19.4%,-10.2%,-17.3%,-0.9%,1.3%,-5.0%,13.8%,8.2%&7.5%
CSc1nn(Cc2ccc(C)cc2)c(N)c1S(=O)(=O)c1ccccc1,4.0%,13.5%,-7.6%,-23.9%,0.5%,5.2%,-7.8%,8.6%,-14.3%
COc1cccc(CNC(=O)CCc2nnc(C3CCCCC3)o2)c1,33.4%,1.2%,7.4%,-6.9%,16.9%,-1.2%,-8.5%,-12.8%,-9.3%
NC(=O)C1CCN(c2ccnc3cc(Cl)ccc23)CC1,31.1%,16.9%,391.5%[activator],-12.7%,-4.2%,3.2%,1.8%,-1.3%,-0.2%
COC(=O)c1ccc(NC(=O)CC2C(=O)N(c3cccc(OC)c3)C(=O)N2Cc2cccc(OC)c2)cc1 (stereo unspecified),22.4%,19.0%,-24.8%,-9.7%,0.8%,-2.2%,-4.1%,9.9%,-15.6%
NC(=O)c1nnsc1-c1ccco1,9.2%[57 µM],6.5%[2.29 µM],?,-2.1%,-6.3%,-4.2%,-3.3%,15.4%,4.2%
CC(=O)C1=C(O)C(CSCc2ccccc2)N(C)C1=O (stereo unspecified),15.3%,-3.1%[11.4 µM],10µM*,?,4.1%,1.7%,-7.8%,-15.4%,1.8%

# Screening results from PubChem.
